PriA SSB inh – blocks PriA binding to SSB C-terminal tail; AlphaScreen SSBct-PriA binding, biotinylated peptide; inhibition, % at 33 µM; 430,000 tested, 0.6% active; in the data active = inhibition mostly above about 37%, no sharp cut-off; inactive = mostly below about 20%;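 note: plate controls were negative control peptide for no effect and reference peptide for full effect; strong numbers were not always called active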
Starred values were filed as active, the others as inactive; i = inactive; & = joins results of further samples. Not all compounds are listed; rates above refer to the full screens.

SMILES	PriA SSB inh
COC(=O)C1CNNC(=O)C1 (stereo not drawn)	2
COc1cccc2sc(NC(=O)c3coc4ccccc4c3=O)nc12	0
N#Cc1nccnc1N1CCC(CNS(=O)(=O)Cc2ccccc2Cl)CC1	-27
COc1ccc(-c2nc3n(n2)[C@@H](c2ccccc2Cl)C2C(=O)CCCC2=N3)cc1 (stereo partly drawn)	-28
O=C(NCC(c1cccs1)N1CCc2ccccc21)c1c(F)cccc1Cl (stereo not drawn)	-6&6
O=C(NCCn1ccc(-c2ccsc2)n1)c1ccsc1	-2
S=C(Nc1ccc(Br)cc1)N1CCc2ccccc2C1	2
COc1cccc(C=NNC(=O)CSc2ccccc2C)c1O	-3
Cc1cc(NC(=O)C(=O)NCc2ccc([C@@H](O)c3cccs3)s2)no1	-9
CC(=O)c1ccc(C(=O)Nc2nnc(-c3cc(C)n(C)n3)o2)cc1	-5
CC(C)C=NNc1nc(-c2ccc(Br)cc2)cs1	5
COc1nn(C)cc1C(=O)NCC1CCN(S(=O)(=O)c2cccnc2)CC1	-6
O=C(CCN1C(=O)c2ccccc2S1(=O)=O)N1CCN(C(=O)c2ccco2)CC1	-19&0
Cc1nc2sc(C)c(C)n2c(=O)c1NC(=O)CSCc1ccccc1	2
CCOc1ccccc1/C=N/Nc1ccc(S(=O)(=O)Nc2ccccc2OC)cc1[N+](=O)[O-]	i
COc1cccc(OCC(=O)NCCn2ncc3c(=O)n(Cc4cccc(C)c4)cnc32)c1	-15
Cc1c(Cc2ccc3c(c2)OCO3)sc(NC(=O)c2cc3c(ccc4ccccc43)oc2=O)c1C#N	8
COc1ccc(S(=O)(=O)N2CCN(c3ccc4nnc(-c5ccco5)n4n3)CC2)cc1	-27
Cc1ccc(NC(=O)CCn2c(=S)[nH]c3ccccc3c2=O)cc1Cl	-16
CCC(C)(C)OCC(O)CN1CCCC(C)C1 (stereo not drawn)	-6
CC(C)(C)C(O)CCNC(=O)CSC1CCCC1 (stereo not drawn)	-19
COC(=O)c1ccc2c(=O)n(CCC(=O)N3CCOCC3)c(=S)[nH]c2c1	-5
CN(C)S(=O)(=O)c1ccc(-c2nnc(NC(=O)/C=C/c3cccs3)o2)cc1	-3
CCCN1C(=O)C(C)(C)COc2ccc(NC(=O)c3ccc(F)c(F)c3)cc21	-16
O=C(C1CCCC1)N1CCN(c2ccc(-c3ccc(Cl)cc3)nn2)CC1	-11&-3
SMILES	PriA SSB inh
CCOC(=O)c1cc(NC(=O)c2ccc(S(=O)(=O)N3CCc4ccccc43)cc2)c(-c2ccccc2)s1	10
CCOC(=O)N1CCN(C(=O)CSc2ccc(NC(C)=O)nn2)CC1	-3&2
COc1cc(C(=O)ON=C2C=CC(=O)C(C)=C2C)cc(OC)c1OC	-3
CC(C)c1cc(=O)n(CC(=O)N[C@@H](C)c2ccccc2)cn1	-5
O=C(NCCn1nc(-c2cccs2)n(C2CC2)c1=O)c1cc2ccccc2[nH]1	-9
CN1CCN(c2cc(NC(=O)c3cnccn3)ncn2)CC1	-4
COc1ccccc1-c1c(C)[nH]n2c(=O)cc(C)nc12	-1
COc1ccccc1C(=O)NC(=S)N1CCOCC1	-6
CCOC(=O)c1ccc(-n2c(C)cc(C(=O)CSc3nnc4ccccn34)c2C)cc1	7
Nc1nnc(CCS(=O)(=O)c2ccccc2)o1	-12
CCOc1ccc(CC(=O)Nc2nc(CN3CCc4ccccc4C3)cs2)cc1	-2
Cc1cc(C)nc(NN=Cc2cc(Br)ccc2O)n1	-8
CCN(CC)c1ccc(C=NN2CCN(c3ccccn3)CC2)c(O)c1	1
COc1cc2c(cc1OC)CN(CC(O)COC1CCCC1)CC2 (stereo not drawn)	-12
COCCn1c(=NC(=O)C2CC2)sc2cc(F)ccc21	-8
CSc1cccc(NC(=O)CCc2nc3sc4c(c3c(=O)[nH]2)CCCCC4)c1	1
COC(CNC(=O)C(=O)NCC1OCCN1S(=O)(=O)c1c(C)cc(C)cc1C)OC (stereo not drawn)	-4
CC(=O)c1ccc(S(=O)(=O)N2CCC(c3cccs3)CC2)cc1	-4
O=C(c1cnn2c1CCCC2)N1CCN(S(=O)(=O)Cc2noc3ccccc23)CC1	-1
COC(=O)CCC(=O)NC(=S)Nc1ccccc1C(=O)N1CCC(C)CC1	2
O=C(Cc1cccs1)NCCCN1CCN(c2ccccc2)CC1	-11
O=C(NCCCc1ccccc1)N1CCc2nc3ccc(F)cn3c(=O)c2C1	-2
COC(=O)c1ccccc1NC(=O)CSc1cc(-c2ccncc2)nc(C)n1	-6
Cc1nnc(-c2ccc(OCC(=O)N(C(C)C)C(C)C)cc2)o1	-7
CN(CC(=O)Nc1ccc(S(N)(=O)=O)cc1)c1nc2c(F)cccc2s1	1

By substructure, the compounds so far with a furan ring, fused or not.
SMILES	PriA SSB inh
O=C(CCN1C(=O)c2ccccc2S1(=O)=O)N1CCN(C(=O)c2ccco2)CC1	-19&0
COc1ccc(S(=O)(=O)N2CCN(c3ccc4nnc(-c5ccco5)n4n3)CC2)cc1	-27

Next part:
SMILES	PriA SSB inh
CCOC(=O)c1sc(NC(=O)c2cc3c(ccc4ccccc43)oc2=O)cc1C	-12
Cc1cc(NC(=O)C(=O)NCC(c2cccs2)N2CCOCC2)no1 (stereo not drawn)	-7
CC(C)c1ccccc1NC(=O)Cc1cc(=O)[nH]c(SCc2ccc(F)cc2)n1	-10
C=CCN1C(=O)/C(=C/c2cccs2)SC1=NS(=O)(=O)c1ccc(F)cc1	-4
CCn1nnc2c(NCCn3ccc4ccccc43)ncnc21	4
O=C(CSc1c[nH]c2ccccc12)Nc1ccc(Cl)c(Cl)c1	2&5
COc1ccc(NC(=O)Cc2cc(=O)[nH]c(SCc3ccc(F)cc3)n2)cc1Cl	-4
CSc1ccccc1NC(=O)C1CN(C(C)=O)C1	-9
O=C(NCc1ccc2c(c1)OCO2)Nc1cnn(C2CCOCC2)c1	-4
COc1ccc(S(=O)(=O)NC[C@@H](c2cccn2C)N(C)C)c(C)c1	1
Cc1noc(C)c1S(=O)(=O)NCCOc1ccc(-c2ccco2)nn1	7
COC(=O)c1cnn(-c2ccc(Cl)cc2)c1C=NNC(N)=S	-15
CC(=O)Nc1cccc(NC(=O)C2(c3cccs3)CCCC2)c1	-8
CC(C)C(=O)Nc1ccc(S(=O)(=O)NCC2CCN(c3nccnc3C#N)CC2)cc1	-22
Cc1nc2c([nH]1)CC(C(=O)Nc1cc(C(C)(C)C)no1)CC2 (stereo not drawn)	-5
O=C(NC1CCc2ccccc21)c1n[nH]nc1-c1ccccc1 (stereo not drawn)	1
Cc1cc(C=NNC(=O)c2cccnc2)c(C)n1CC(C)C	8
CCOC(=O)c1sc(NC(=O)c2cc([N+](=O)[O-])cc([N+](=O)[O-])c2)nc1-c1ccccc1	2
C#CCn1c(=NC(=O)Cc2ccc(CC)cc2)sc2cc3c(cc21)OCO3	-15
COc1ccc(CCC(=O)N2CC(Oc3nccs3)C2)cc1Br	-1
COc1ccc(-n2c(C)nc3ccc(NC(=O)CNC(=O)c4ccccc4)cc3c2=O)cc1	14
COc1ccc(OCC(=O)Nc2cccc(N3CCCC3=O)c2)cc1	-7
O=C(Oc1ccc2cc(-c3ccc(Cl)cc3)c(=O)oc2c1)c1ccco1	-16
CCSC1=NCCN1C(=O)c1ccc(C(F)(F)F)cc1	8
Cc1ccc(NC(=O)[C@@H](NC(=O)N2C[C@H]3C[C@H](C2)c2cccc(=O)n2C3)C(C)C)cc1	-10

Among those listed so far, three have a cyano group.
SMILES	PriA SSB inh
N#Cc1nccnc1N1CCC(CNS(=O)(=O)Cc2ccccc2Cl)CC1	-27
Cc1c(Cc2ccc3c(c2)OCO3)sc(NC(=O)c2cc3c(ccc4ccccc43)oc2=O)c1C#N	8
CC(C)C(=O)Nc1ccc(S(=O)(=O)NCC2CCN(c3nccnc3C#N)CC2)cc1	-22

(more compounds)
SMILES	PriA SSB inh
CC(C)(C)c1csc(CN2CCN(S(=O)(=O)c3cccs3)CC2)n1	-17
O=C(COc1ccc(Cl)cc1Cl)NCc1ccc(C(=O)c2ccco2)s1	-13
O=C(O)c1ccnc2nc[nH]c12	7
O=c1c2c(cnn2-c2ccc(F)cc2)c(C2CC2)nn1Cc1cccc(F)c1	-6
Cc1cc(C)n(CCNC(=O)c2c[nH]c(=O)n(Cc3ccco3)c2=O)n1	-13
COC(CNC(=O)c1ccc2nsnc2c1)c1ccc(Cl)s1 (stereo not drawn)	-22
COc1ccc(Cl)cc1C(=O)NCCOc1ccc(F)cc1	-19
NC(=NOC(=O)c1ccccc1Cl)c1nonc1N	-17
COc1cccc(OCc2cc(C=NNC(=O)c3nc(Cl)c(Cl)c(N)c3Cl)ccc2OC)c1	-3
CCCc1c(C(=O)NN=Cc2cccs2)nnn1-c1nonc1N	-10
CC(=NNc1ccc([N+](=O)[O-])cc1)c1ccc(C#N)cc1	-4
O=C(c1cc(-c2ccc(F)cc2)n[nH]1)N1CCN(c2cc(-n3cncn3)ncn2)CC1	2
Cc1cc(NC(=O)C2CCCCN2S(=O)(=O)c2cccs2)n(C(C)C)n1 (stereo not drawn)	-13
O=C(Cc1cccs1)NCCn1ncc2c(=O)n(Cc3cccc(C(F)(F)F)c3)cnc21	-2
CN1CCN(c2ccc(-c3ccc(NC(=O)Nc4ccccc4Cl)cc3)nn2)CC1	-3
O=C1C2C(C(=O)N1N=Cc1ccc(N3CCCCC3)o1)C1C=CC2C12CC2 (stereo not drawn)	-8
NC(=O)c1ccc(Cl)nc1	-5
CC(/C=C/c1ccc2c(c1)OCO2)=NNC(=O)CNc1ccc(C)cc1	4
O=S(=O)(Nc1cccc(Cl)c1)c1cccc(F)c1	-29&-12
O=C(c1ccc(-c2ccsc2)cc1)N1CCC(c2cccs2)CC1	-7
Cc1ccc([N+](=O)[O-])cc1NC(=O)C(=O)NCC1CCCO1 (stereo not drawn)	-2
NS(=O)(=O)N1CCC(C(=O)O)CC1	-8
CCOC(=O)c1ccc(NC(=O)Cn2nc(-c3ccco3)c3sc(N4CCCC4)nc3c2=O)cc1	9
COc1ccc(NC(=O)C(=O)NCC(c2ccc3c(c2)CCCN3C)N2CCCC2)cc1Cl (stereo not drawn)	10
O=C1CCCC(=O)N1CCS(=O)(=O)Nc1cnn(C[C@H]2COc3ccccc3O2)c1	-3
SMILES	PriA SSB inh
Cc1noc(-c2ccc(SCC(=O)Nc3ccc(Br)c(C)c3)nc2)n1	-28
C(=NN(c1ccccc1)c1ccccc1)c1ccc(N2CCOCC2)s1	-1
CS(=O)(=O)c1ccc(Nc2nc(CC(=O)NCc3cccnc3)cs2)cc1	-7
O=C(NCC1CC(=O)N(c2ccc(F)cc2)C1)c1ccco1 (stereo not drawn)	-3
CCCCOc1ccccc1-c1cc2c(SCC(=O)Nc3ccc(CC)cc3)nccn2n1	-11
O=C(NCCSC1CCOCC1)C1(c2ccc(Cl)cc2)CCCC1	-19
Cn1c(=O)oc2ccc(S(=O)(=O)NCc3ccc(C(=O)c4ccsc4)s3)cc21	-6
COc1cc(C(C)(C)C)nc2c(-c3ccccc3Cl)c(C)nn12	-12
CS(=O)(=O)N1CCC(C(=O)Nc2nnc(-c3ccc(F)cc3)o2)CC1	4
Cc1ccc(C=c2sc3n(c2=O)CN(c2ccc(Br)cc2)CN=3)o1	-6
COc1ccc(CCNC(=O)NCCc2nc(C)cc(C(F)(F)F)n2)cc1	-19
COc1cccc(NC(=O)CCc2c(C)[nH]c(=O)[nH]c2=O)c1	-2
CCCC(C)C1(CC)C(=N)NC(=O)NC1=O (stereo not drawn)	2
CCOC(=O)CNC(=O)CN1CCC(c2nnc(C(C)C)o2)CC1	-1
O=C(Nc1cccc(F)c1)c1cncc(NS(=O)(=O)c2ccccc2)c1	-8
O=C(NCc1cc(-c2ccco2)on1)c1c(F)cccc1F	10
CS(=O)(=O)N1CC(C(=O)O)C1	-13
CC(C)Cn1c(O)c(C=C2C=NN=C2c2ccccc2)sc1=S	21
CC(=O)NS(=O)(=O)c1ccc(NC(=O)Cn2cnc(-c3ccc(C)cc3)cc2=O)cc1	0
O=C(NCCN1CCN(c2ccccn2)CC1)c1ccco1	-13
NC(=NOC(=O)CC1CCCCC1)c1ccccc1	-11
O=C(CSCc1ccccc1)Nc1cnoc1	-2
O=C(CN1CCCCC1)NN=Cc1ccc(Cl)cc1Cl	-9
O=C(CN1CCCN(Cc2ccccc2)S1(=O)=O)N1CCN(c2ccc(F)cc2)CC1	14
Cc1nn(-c2ccccc2)c2ncc(C(=O)N3CCN(C(=O)c4ccco4)CC3)c(Cl)c12	3

A run of entries of the results above:
SMILES	PriA SSB inh
O=C(NCCSC1CCOCC1)C1(c2ccc(Cl)cc2)CCCC1	-19
Cn1c(=O)oc2ccc(S(=O)(=O)NCc3ccc(C(=O)c4ccsc4)s3)cc21	-6
COc1cc(C(C)(C)C)nc2c(-c3ccccc3Cl)c(C)nn12	-12

The results go on.
SMILES	PriA SSB inh
COc1ccc(-c2cc(C(=O)N3CCN(C)CC3)c3c(C)nn(C4CCS(=O)(=O)C4)c3n2)cc1 (stereo not drawn)	4
CCCCNC(=S)N(C)N=Cc1ccc2c(c1)OCO2	-8
C=CCn1c(SCC(=O)O)nnc1-c1sc2ccccc2c1Cl	-15
Cc1ccc(Cc2nnc(NNC(=O)c3ccccc3Cl)[nH]c2=O)cc1	-7
O=C(NCC1(O)CCc2ccccc2C1)C(=O)Nc1ccon1 (stereo not drawn)	-25
CC(=O)c1cccc(NC(=O)CC2SC(=NN=C3CCCCCC3)NC2=O)c1 (stereo not drawn)	-7
COc1ccc(C2=NC3(CCNCC3)N=C2SC)cc1	-7
O=C(NCC1(c2cccs2)CCOCC1)c1ccc(-c2ccccc2)cc1	-4
O=C(NCCCN1CCN(c2ccccc2)CC1)c1ccccc1Cl	6
O=C(Nc1ccc(-c2csc(Nc3cccnc3)n2)cc1)c1c(F)cccc1F	1

Retrieved by compound from above:
SMILES	PriA SSB inh
O=C(NCCCN1CCN(c2ccccc2)CC1)c1ccccc1Cl	6
CCCCNC(=S)N(C)N=Cc1ccc2c(c1)OCO2	-8
